Screening results from PubChem BioAssay.
S1P4 agonist – activates the human S1P4 receptor | activation, % at 4.98 µM | hit rate 0.35% among 220,000 | O95977 | S1P4-expressing cell line, agonist reporter assay; in the data active = activation above about 11%;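 note: 0% = DMSO vehicle and 100% = reference agonist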
Target sequence (O95977 whole entry, looked up): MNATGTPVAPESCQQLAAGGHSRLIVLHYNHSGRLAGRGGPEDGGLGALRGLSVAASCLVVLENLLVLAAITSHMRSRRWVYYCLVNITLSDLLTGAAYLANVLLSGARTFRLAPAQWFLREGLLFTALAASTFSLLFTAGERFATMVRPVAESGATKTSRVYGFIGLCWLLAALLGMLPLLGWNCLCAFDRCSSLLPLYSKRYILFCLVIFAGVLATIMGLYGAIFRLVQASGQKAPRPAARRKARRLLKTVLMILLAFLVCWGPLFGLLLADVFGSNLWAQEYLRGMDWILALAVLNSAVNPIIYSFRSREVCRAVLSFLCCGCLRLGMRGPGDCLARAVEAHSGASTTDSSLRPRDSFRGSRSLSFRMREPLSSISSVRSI
EP2 antag – blocks the human prostaglandin E2 receptor EP2 | P43116 | C6 glioma cells expressing human EP2, cAMP TR-FRET; cells stimulated with saturating PGE2 | inhibition, % at 25 µM | hit rate 0.52% among 260,000 | AID 1422;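 active = percent inhibition above 40 after rounding to a whole number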;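 note: rat C6 glioma host cells with rolipram phosphodiesterase inhibitor present; the protocol text gives 20 µM as final concentration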
NPY1 pot ag – potentiators or agonists of human neuropeptide Y receptor Y1. NPY-Y1 expressing cells, potentiator/agonist activation. activation, % at 3.6 µM. AID 1304. hit rate 0.37% among 220,000; in the data active = activation above about 33%, passing the limit was not always enough;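 note: cells stimulated with NPY at EC10 then isoproterenol at EC100; 0% = low agonist plus stimulus and 100% = saturating agonist plus stimulus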
NPY Y1 blocker – antagonists of human neuropeptide Y receptor Y1; P25929; HEK293-CNG Y1 cells, membrane potential fluorescence; NPY at EC95, then isoproterenol; inhibition, % at 3.6 µM; hit rate 1% among 200,000;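 active = inhibition above the campaign mean inhibition of all tested compounds plus 3 SD, cut at about 20% in these data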;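 note: 0% = DMSO wells given NPY plus isoproterenol and 100% = isoproterenol alone without NPY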
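Material: HEK293 Y1/CNG channel cell line | Also added: NPY (25 nM), isoproterenol (1 µM), Ro 20-1724 (25 µM) | Compound: One concentration, 3.6 µM, in 0.4% DMSO | Schedule: 3 h dye uptake, 1 h room-temperature compound, 45 min post-isoproterenol | Signal: Membrane-potential fluorescent dye readout | Read-out: % inhibition of NPY effect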
EP2 modulator – modulates human prostaglandin E2 receptor EP2 signaling | EP2-expressing cells, cAMP HTRF FRET, PGE2 co-stimulation | induction, % at 25 µM | hit rate 0.83% among 260,000;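 active = compounds whose cAMP rise, as percent of the full-agonist control response, exceeds 60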;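 note: rat C6 glioma line stably carrying human EP2 under a CMV promoter; the protocol text gives 20 µM as final concentration; 100% = response of wells given 1 µM PGE2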
NPY2 pot ag – potentiators or agonists of human neuropeptide Y receptor Y2 | P49146 | cells expressing NPY-Y2, potentiator/agonist read-out | hit rate 0.45% among 220,000 | activation, % at 3.6 µM; in the data active = activation above about 27%;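 note: cells stimulated with NPY near EC25 plus isoproterenol at EC100; 0% = vehicle plus submaximal agonist and 100% = vehicle plus saturating agonist; some results beyond the cut were filed as inactive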
Target sequence (P49146 whole entry, looked up): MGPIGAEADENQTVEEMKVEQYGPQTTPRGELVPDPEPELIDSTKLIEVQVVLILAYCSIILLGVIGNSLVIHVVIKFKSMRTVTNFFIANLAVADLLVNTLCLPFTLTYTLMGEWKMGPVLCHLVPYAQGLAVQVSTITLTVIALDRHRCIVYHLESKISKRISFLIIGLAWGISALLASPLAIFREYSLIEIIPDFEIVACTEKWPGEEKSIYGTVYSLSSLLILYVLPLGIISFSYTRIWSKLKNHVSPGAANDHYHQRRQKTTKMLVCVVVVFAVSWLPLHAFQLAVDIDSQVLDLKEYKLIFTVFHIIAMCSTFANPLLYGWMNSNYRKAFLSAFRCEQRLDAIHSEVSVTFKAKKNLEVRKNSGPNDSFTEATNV
eIF4E 4G PPI – blocks eIF4E binding to eIF4G; AID 782; hit rate 0.37% among 220,000; P63073+Q04637; inhibition, % at 21.7 µM; TR-FRET eIF4E-eIF4GI(517-606) binding, 2 h;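 active = inhibition above about 30%, limit read from the data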;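 note: 0% = full FRET control wells and 100% = background wells lacking eIF4GI fragment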
S1P4 antag – human S1P4 receptor antagonism; O95977; S1P4-expressing cells, antagonist mode, reporter read-out; inhibition, % at 4.98 µM; hit rate 0.26% among 220,000; in the data active = inhibition above about 29%;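 note: 0% = wells stimulated with agonist and 100% = vehicle wells without agonist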
p97 inhibitor – blocks human p97 ATPase activity; P55072; recombinant p97 ATPase, Kinase-Glo ATP luminescence, 3 h; inhibition, % at 8 µM; hit rate 0.42% among 220,000; in the data active = inhibition above about 15%;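 note: 0% = DMSO vehicle and 100% = wells lacking enzyme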
* hit, by the source's call; nt = no result given; & = joins results of further samples; [ ] = remark or other dose. The list is partial; rates above refer to the full screens.

A first look (7 entries):
Letters – A = S1P4 agonist; B = EP2 antag; C = NPY1 pot ag; D = NPY Y1 blocker; E = EP2 modulator; F = NPY2 pot ag; G = eIF4E 4G PPI; H = S1P4 antag; I = p97 inhibitor
> COC(=O)c1sccc1NC(=O)COc1cccc(C)c1
  A: 0.9; B: 3; C: -12; D: nt; E: 48; F: -60; G: -11; H: -4; I: 0
> CN(c1ccc(C(=O)NCCSCc2ccco2)cc1)S(C)(=O)=O
  A: 0.0; B: 9; C: -7; D: 3; E: -8; F: -10; G: -2[fluorescence artefact?]; H: -18; I: -2
> COc1ccc([N+](=O)[O-])cc1NS(=O)(=O)c1ccc(C)cc1
  A: -0.2; B: 4; C: 13; D: nt; E: 18; F: 12; G: -1; H: -3; I: 4
> C=CCN1C(=O)C(Cc2cccc(Cl)c2)SC1=Nc1ccc(C(=O)O)cc1 (stereo not given)
  A: -1.5; B: 11; C: 11; D: -2; E: 27; F: 3; G: 1; H: -1; I: 5
> CCC(=O)/C=C1\Sc2ccc(OC)cc2N1CC
  A: 0.6; B: 13; C: 10; D: 5; E: 14; F: -8; G: -3; H: 9; I: -1
> CCO[C@@H]1OC(C(=O)O)=C[C@H](c2ccc(C(F)(F)F)cc2)[C@H]1CCCO
  A: -0.4; B: -2; C: 8; D: 0; E: 6; F: -19; G: 3; H: 12; I: 4
> COc1ccc(CNCCNC(=O)c2cccs2)cc1OC
  A: 0.0; B: 14&7; C: 0; D: 2; E: -5&-9; F: -5; G: 4; H: -22; I: 3

The listing (from the top)
Letters – A = S1P4 agonist; B = EP2 antag; C = NPY1 pot ag; D = NPY Y1 blocker; E = EP2 modulator; F = NPY2 pot ag; G = eIF4E 4G PPI; H = S1P4 antag; I = p97 inhibitor
> COC(=O)c1sccc1NC(=O)COc1cccc(C)c1
  A: 0.9; B: 3; C: -12; D: nt; E: 48; F: -60; G: -11; H: -4; I: 0
> CN(c1ccc(C(=O)NCCSCc2ccco2)cc1)S(C)(=O)=O
  A: 0.0; B: 9; C: -7; D: 3; E: -8; F: -10; G: -2[fluorescence artefact?]; H: -18; I: -2
> COc1ccc([N+](=O)[O-])cc1NS(=O)(=O)c1ccc(C)cc1
  A: -0.2; B: 4; C: 13; D: nt; E: 18; F: 12; G: -1; H: -3; I: 4
> C=CCN1C(=O)C(Cc2cccc(Cl)c2)SC1=Nc1ccc(C(=O)O)cc1 (stereo not given)
  A: -1.5; B: 11; C: 11; D: -2; E: 27; F: 3; G: 1; H: -1; I: 5
> CCC(=O)/C=C1\Sc2ccc(OC)cc2N1CC
  A: 0.6; B: 13; C: 10; D: 5; E: 14; F: -8; G: -3; H: 9; I: -1
> CCO[C@@H]1OC(C(=O)O)=C[C@H](c2ccc(C(F)(F)F)cc2)[C@H]1CCCO
  A: -0.4; B: -2; C: 8; D: 0; E: 6; F: -19; G: 3; H: 12; I: 4
> COc1ccc(CNCCNC(=O)c2cccs2)cc1OC
  A: 0.0; B: 14&7; C: 0; D: 2; E: -5&-9; F: -5; G: 4; H: -22; I: 3
> CC1(C)CNC(=O)c2sc(NC(=O)c3ccccc3)nc2C1
  A: 3.3; B: 5; C: 13; D: 5; E: -45; F: -1; G: -4; H: -27; I: 5
> O=C(O)CC1(O)C(=O)N(Cc2ccccc2)c2ccccc21 (stereo not given)
  A: 2.1; B: 8; C: 6; D: 0; E: 15; F: -10; G: -1; H: 0; I: 6
> CN1CCN(C(=O)C23CC4CC(C2)CC(c2ccccc2)(C4)C3)CC1
  A: 1.2; B: 3; C: -1; D: 0; E: 1; F: -14; G: 3; H: -12; I: 1
> COc1ccc(OC)c(NC(=O)Cn2cc(C#N)c3ccccc32)c1
  A: 1.1; B: 7; C: 7; D: 1; E: -26; F: 1; G: 2; H: -9; I: -5
> COCCNC(=S)N/N=C(\C)c1ccc(Cl)c(Cl)c1Cl
  A: 0.7; B: 6; C: -28; D: 5; E: -14; F: -5; G: -4; H: -14; I: -3
> Cc1ccc(C(=O)COC(=O)CCC(=O)NC2CCCCC2)cc1[N+](=O)[O-]
  A: 0.8; B: 12; C: 12; D: -2; E: -48; F: -1; G: -1; H: 9; I: 3
> CCOC(=O)CSc1nnc(Cc2cc(=O)[nH]c(=O)[nH]2)n1-c1cccc(OC)c1
  A: 1.0; B: 3; C: -2; D: -3; E: 11; F: 0; G: 5; H: -13; I: -1
> O=C(Cn1cccc1C(=O)c1ccccc1)NCc1cccs1
  A: 1.5; B: 9; C: 5; D: 3; E: 8; F: 18; G: 3; H: -11; I: -3
> O=c1c2ccccc2nnn1CSc1nnc(-c2cccs2)n1Cc1ccccc1
  A: 0.2; B: 4; C: -10; D: 3; E: 6; F: -6; G: nt; H: -12; I: -1
> CC(C)CC(C(=O)NCC1CCCO1)N(C(=O)Cn1nnc(-c2ccc(F)cc2)n1)c1ccccc1F (stereo not given)
  A: -0.4; B: 6; C: 18; D: 0; E: 49; F: 15; G: -3; H: -28; I: -3
> COc1ccc(NC(C)=O)cc1NC(=O)CSc1nnc(-c2cccnc2)n1C
  A: -0.6; B: 12; C: 19; D: -6; E: 10; F: 7; G: -5; H: -3; I: 3
> CCOc1ccccc1-n1c(SCC(=O)N(C(C)C)C(C)C)nnc1-c1cccnc1
  A: 0.9; B: 15; C: -2; D: 5; E: 4; F: 5; G: 3[fluorescence artefact?]; H: 1; I: -1
> COc1ccc(/C=c2\s/c(=C/C(=O)c3ccc(C)cc3)[nH]c2=O)cc1OC
  A: 1.1; B: 1; C: -21; D: 7; E: 1; F: -4; G: 3; H: -15; I: -7
> CCn1nc(C)c(C2C(C#N)=C(N)Oc3n[nH]c(C)c32)c1C (stereo not given)
  A: -0.6; B: 5; C: -9; D: 9; E: 14; F: 3; G: 0; H: -16; I: -3
> CCCc1nc(NCc2ccncc2)c2nnn(Cc3ccccc3F)c2n1
  A: -1.7; B: 4&7; C: 4; D: -3; E: 35&34; F: 3; G: 1; H: 2; I: 2
> COc1ccc(-c2nn(-c3ccccc3)cc2CN(C)CCn2ccnc2C)c(F)c1
  A: 2.4; B: 12; C: 4; D: nt; E: -24; F: -7; G: 7; H: -18; I: 2
> COc1ccc(C(=O)n2cnnc2N)cc1
  A: -1.1; B: 8; C: 10; D: 3; E: 20; F: -7; G: -7; H: -3; I: 2
> CSc1nc(NCc2ccco2)c2ccccc2n1
  A: -0.7; B: 16; C: 4; D: 5; E: 65*; F: 1; G: 0; H: -9; I: 6

Further records follow.
Second line of a record: S1P4 agonist | EP2 antag | NPY1 pot ag | NPY Y1 blocker | EP2 modulator | NPY2 pot ag | eIF4E 4G PPI | S1P4 antag | p97 inhibitor
C/C(=N\Nc1ccc([N+](=O)[O-])cc1)c1ccc(-n2nncc2C(C)(C)C)cc1
→ -0.2 | 4 | -21 | -1 | -9 | -3 | -4[fluorescence artefact?] | -12 | 4
Clc1ccc(-c2nn3cnnc3s2)c(Cl)c1
→ 0.3 | 10 | 3 | -1 | -29 | -3 | -11 | 5 | 3
COCCn1c(SCC(=O)Nc2ccc(OC)c(S(N)(=O)=O)c2)nc2ccccc21
→ 0.1 | 8 | -2 | nt | -23 | 16 | 6 | -8 | 4
O=[N+]([O-])/C=C/c1cn(Cc2ccc(Cl)cc2)c2ccccc12
→ 0.5 | 17 | -7 | 0 | 16 | 0 | 2 | 4 | 6
c1ccc(CSc2nnc(-c3c[nH]c4ccccc34)o2)cc1
→ 3.2 | 14 | -20 | 5 | -10 | -19 | 0 | -2 | 7
COc1ccc(-n2c(Cn3nc(C(F)(F)F)cc3C)n[nH]c2=S)cc1
→ 2.1 | 4 | 18 | -2 | 8 | 1 | -11[fluorescence artefact?] | -15 | 4
CCOc1ccc(C)cc1S(=O)(=O)n1nc(C)cc1C
→ 1.8 | 5 | 1 | 4 | 23 | 8 | 1 | 0 | 0
CCc1nc(SCC(=O)c2c[nH]c3ccccc23)n[nH]1
→ -0.3 | 4 | 10 | 4 | 0 | -6 | 3 | -1 | 10
O=C(COC(=O)C1CC(O)CN1S(=O)(=O)c1ccc(Cl)cc1)c1cccc(Cl)c1 (stereo not given)
→ 0.4 | 6 | 6 | -1 | 7 | -5 | 4[fluorescence artefact?] | -17 | 1
O=c1[nH]c(Cc2ccccc2Cl)nc2ccccc12
→ -1.6 | 9 | -4 | -3 | 10 | 1 | 3 | -9 | 8
CCCSc1nsc(SCCC)c1C#N
→ -1.8 | 10 | 7 | 1 | 23 | -7 | 5 | -8 | 3
Cc1cccc2nc(-c3cccc(NC(=O)c4ccc(Cl)cc4)c3)cn12
→ 0.9 | 8 | -31 | 5 | -12 | -3 | 2[fluorescence artefact?] | -14 | 0
CC1CN(c2oc(-c3ccco3)nc2C#N)CC(C)O1 (stereo not given)
→ 0.3 | 6 | -15 | 4 | 28 | 3 | -10[fluorescence artefact?] | -8 | -1
CCOCCCNC(=O)C(Cc1ccccc1)NC(=O)c1ccco1 (stereo not given)
→ -3.7 | 7 | -15 | -2 | 15 | 12 | -4 | 1 | -1
O=C(O)Cn1nnnc1-c1ccc(F)cc1
→ 2.4 | 3 | -14 | -2 | -10 | -5 | 3[fluorescence artefact?] | -16 | 4
CCc1c(C)nc(SCC(=O)NNC(=O)Cc2ccc(OC)cc2)[nH]c1=O
→ -0.1 | 8 | -13 | nt | 13 | 3 | 2 | -1 | -2
CCOc1ccc(Br)cc1S(=O)(=O)Nc1ccc(C(=O)OCC(=O)Nc2ccc(C#N)cc2)cc1
→ 0.2 | 9 | 33 | -5 | -19 | 20 | -5 | 0 | 1
COc1ccc(S(=O)(=O)Nc2ccncc2)c(C)c1C
→ -1.6 | 4 | -13 | 2 | 21 | 2 | 2 | -9 | 4
O=C(Nc1ccccc1)Nc1ccc(Oc2ncnc3cc(Cl)ccc23)nc1
→ 0.8 | 7 | 6 | nt | -16 | -2 | -7 | 6 | 5
CC12CN3CC(C)(CN(C1)C3c1ccc(Cl)cc1)C2 (stereo not given)
→ -0.9 | 10 | 2 | nt | -1 | -1 | -1 | -6 | 1
Cc1cc(C)n(C(=O)c2cccc(S(=O)(=O)N3CCCC3)c2)n1
→ -2.0 | 5 | 6 | 5 | 17 | 13 | -1[fluorescence artefact?] | -11 | 2
COc1ccc(N2CC(C(=O)Nc3ccc(N4CCOCC4)cc3)CC2=O)cc1 (stereo not given)
→ -0.1 | 11 | -4 | 4 | -7 | -7 | -5 | 7 | 0
CCC(C)(C)NC(=O)C(c1ccc(F)cc1)N(Cc1ccco1)C(=O)c1snc(C(N)=O)c1N (stereo not given)
→ 0.1 | 8 | -9 | 3 | 26 | -16 | -2 | -17 | 3
COc1ccc(OCC(O)CNC(=O)Nc2ccccc2)cc1 (stereo not given)
→ -1.8 | 14 | 16 | nt | -23 | 44* | 2 | -4 | 12
COC(=O)CN(c1ccccc1)S(=O)(=O)c1ccccc1
→ 0.1 | 6 | -6 | 5 | nt | -6 | nt | -11 | 3
CCC(C)(C)NC(=O)C(c1ccc(OC)cc1)N(CC1CCCO1)C(=O)CCC(=O)Nc1cc(C)on1 (stereo not given)
→ 0.5 | 9 | 1 | 7 | 30 | 11 | 2 | -2 | -4
COCCCN1C(=O)C(=O)/C(=C(/O)c2ccc(OC(C)C)c(C)c2)C1c1ccncc1 (stereo not given)
→ -1.1 | 14 | 16 | 8 | 26 | 9 | 1 | -6 | 8
COc1cc(C(=O)NCCC(=O)NCCCN2CCCCC2)cc(OC)c1OC
→ -0.9 | 9 | 10 | 2 | 11 | 1 | -4[fluorescence artefact?] | -7 | 5
Cc1cc(NC(=O)CCN2C(=O)c3ccccc3C2=O)no1
→ 1.8 | 5 | -15 | 1 | 7 | 5 | -6 | -14 | -9
